HCMV antiviral – human cytomegalovirus inhibition | activity change, negative = inhibition, % at 57.5 µM | HFF cells, HCMV-luciferase reporter, 72 h; hits give low values | actives 4.5% (n = 410,000); in the data active means activity change below about -60%; inconclusive means no clear call, values can overlap the other calls; inactive means above about -39%
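HFF cells seeded 16 h at 37C, treated with compounds, infected with luciferase-reporter HCMV at MOI 1 PFU/cell; luciferase read at 72 h post infection, normalized to buffer-only and Salinomycin controls.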
HCV inh – HCV inhibition. Huh7.5.1 HCVcc-Cre infection, luciferase reporter, 44 h. Potency, µM (series often up to 41.8 µM), inactives show at the top dose activity change, negative = inhibition, most hits filed as inhibitors. actives 3.4% (n = 340,000); further: potency means the concentration at half of the fitted maximal effect
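After 44 h co-culture of compound, cells and HCVcc-Cre (~0.5 moi), substrate is added for 15 min at room temperature and luciferase measured over 15 sec. Cells were seeded at 1,000/well and pre-cultured 4 h.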
AmpC detergent – AmpC beta-lactamase inhibition with detergent present; AmpC hydrolysis of nitrocefin, absorbance 480 nm, 0.01% Triton; Potency, µM (doses to about 114 µM), for inactives: at the top dose activity change, negative = inhibition, most hits filed as inhibitors; actives 0.041% (n = 370,000);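 further: potency means the concentration at half of the fitted maximal effect; 0% = no-compound wells and -100% = no-enzyme wells; nearly all actives have a fitted effect of over 25% in size; some results filed as inactive show a strong effect at the top dose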
Target sequence (P00811 whole entry, looked up): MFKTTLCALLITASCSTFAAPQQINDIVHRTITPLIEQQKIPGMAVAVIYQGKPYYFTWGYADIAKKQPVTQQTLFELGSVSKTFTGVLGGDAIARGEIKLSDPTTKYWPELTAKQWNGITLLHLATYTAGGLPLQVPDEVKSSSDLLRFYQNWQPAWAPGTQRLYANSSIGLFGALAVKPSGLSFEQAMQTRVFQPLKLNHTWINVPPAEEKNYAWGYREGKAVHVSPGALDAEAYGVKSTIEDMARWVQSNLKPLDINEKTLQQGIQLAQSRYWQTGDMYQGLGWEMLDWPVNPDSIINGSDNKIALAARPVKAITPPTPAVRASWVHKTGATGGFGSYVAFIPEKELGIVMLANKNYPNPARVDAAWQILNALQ
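20 mM phosphate pH 7.0 + 0.01% (detergent screen) or 0.0001% Triton X-100; 5.3 nM AmpC reagent; cpd preinc 15 min RT; nitrocefin (800 uM stock) to start; A480 q20 s × 4 min; Activity was normalised to no-enzyme and no-compound control wells.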
Sm TGR inh – blocks Schistosoma mansoni thioredoxin glutathione reductase. purified TGR, DTNB reduction, TNB absorbance 405 nm. AID 485364. Potency, µM (doses to about 114 µM), inactives show at the top dose activity change, negative = inhibition, usual class: inhibitors. actives 3% (n = 360,000); further: potency means the concentration at half of the fitted maximal effect; nearly all actives have a fitted effect of over 60% in size
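First, TGR (20 nM dispensed) and NADPH were mixed with compound. Second, a 15 min room-temperature incubation followed. Third, further NADPH and then DTNB were added to start the reaction. Finally, TNB absorbance was monitored kinetically.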
AMA1-RON2 inh – AMA1-RON2 (P. falciparum) interaction inhibition; AlphaScreen AMA1-biotinylated RON2 peptide binding; Potency, µM (doses to about 58.2 µM), for inactives: at the top dose activity change, negative = inhibition, hits mostly inhibitors; actives 0.2% (n = 360,000); AID 720542;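 further: potency means the concentration at half of the fitted maximal effect; 0% = vehicle wells and -100% = peptide control; nearly all actives have a fitted effect of over 45% in size; some results filed as inactive show a strong effect at the top dose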
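AMA1 (3D7) with his tag at 25 nM final met compounds first, then biotinylated RON2 peptide at 25 nM; detection used donor plus acceptor beads, 10 µg/mL apiece, read by AlphaScreen after 30 min at room temperature.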
FBPA Giardia inh – Giardia lamblia aldolase inhibition; purified Giardia FBPA; Potency, µM (series often up to 59.6 µM), for inactives: at the highest dose activity, negative = inhibition, most hits filed as inhibitors; actives 0.71% (n = 290,000); further: potency means the concentration at half of the fitted maximal effect; nearly all actives have a fitted effect of over 55% in size
Target sequence (A8B2U2 whole entry, looked up): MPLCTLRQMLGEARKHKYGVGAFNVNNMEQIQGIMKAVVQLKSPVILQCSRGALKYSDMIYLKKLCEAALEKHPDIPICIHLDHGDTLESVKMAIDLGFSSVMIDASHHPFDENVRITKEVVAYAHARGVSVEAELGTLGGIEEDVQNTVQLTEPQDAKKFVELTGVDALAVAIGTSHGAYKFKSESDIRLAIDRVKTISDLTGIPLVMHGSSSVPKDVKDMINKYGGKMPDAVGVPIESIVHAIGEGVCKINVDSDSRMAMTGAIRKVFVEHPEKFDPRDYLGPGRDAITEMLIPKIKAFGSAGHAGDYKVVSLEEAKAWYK
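40 nM FBPA preincubated 10 min at RT with compound (up to 57.5 uM final), then substrate plus GAPDH/TPI/NAD/arsenate coupling and diaphorase/resazurin added. Fluorescence read after 20 min at RT, 525/598 nm.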
The depositor's hits bear a star; ? = inconclusive; . = not tested or not shown; [ ] = dose if it differs, or a comment. Unless noted, the call rests on the fitted dose curve; in most records, active means well fitted curve in the direction sought with a large enough effect; inconclusive means small, poorly fitted or top-dose-only effect, or another doubt; inactive means no such curve, though single readings can be large; an effect the other way counts as inactive or inconclusive. Unless noted, on the % scale 0 is the no-effect control and ±100 the full control effect.

structure,HCMV antiviral,HCV inh,AmpC detergent,Sm TGR inh,AMA1-RON2 inh,FBPA Giardia inh
CCCCc1cc(=O)oc2cc(C)cc(OCC(=O)NCc3cccnc3)c12,?,?,0%,7%,7%,.
COc1ccc(-c2cn(-c3ccc(C)cc3)c(=O)n2CC(=O)Nc2cccc(F)c2)cc1,17,8%,6%,-5%,43%[activator],-3%
COc1cccc2sc(N(Cc3cccnc3)C(=O)Cc3ccccc3)nc12,0,.,-3%,-5%,.,.
Cc1ccc(C(=O)Nc2nnc(C)s2)o1,5,-2%,-2%,-2%,2%,-2%
CN(C)CCCN=Cc1c(-c2ccccc2)[nH]n(-c2nc3ccccc3s2)c1=O,114,-19%,-4%,-3%,12%,0%
O=C(c1cccc(S(=O)(=O)N2CCCC2)c1)N1CCN(c2ccccc2)CC1,-16,?,1%,3%,-2%,2%
Cc1ccc(C(=O)Nc2ccc(S(=O)(=O)Nc3cnc4ccccc4n3)cc2)cc1,0,18%,-19%,-14%,3%,-22%
O=C(CN(Cc1ccc(Cl)cc1)C(=O)CN1C(=O)COc2ccccc21)NC1CCCC1,19,-15%,-13%,19%,-1%,-3%
CCCc1nc(N)nc2c1C(=O)CC(C)(C)C2,18,-10%,?,0%,-2%,10%
CC(=O)c1c(C)[nH]c(C(=O)OCc2c(F)cccc2Cl)c1C,-62*,10µM*,6%,0%,-7%,1%
CCOC(=O)CSc1nc2ccc(NC(=O)c3ccc(F)cc3)cc2s1,22,.,23%,0%,.,.
CCOc1ccccc1C1C(C#N)=C(N)SC(N)=C1C#N,-9,-6%,-1%,8%,0%,8%
CCOCC(=O)N1CCN(c2ccc(F)cc2)CC1,33,-5%,-3%,-1%,3%,1%
CCOC(=O)C(Sc1nnc2c3ccccc3n(CC)c2n1)C(=O)OCC,6,2%,?,-6%,16%,-1%
Cc1c(Cl)ccc2sc(NC(=O)c3ccco3)nc12,90,?,-7%,-9%,6%,12%
Cc1ccccc1NC(=O)c1cnc(Nc2nc3ccccc3s2)nc1C,.,.,-7%,1%,.,2%
CCOc1ccc(/C=C2\C(=O)c3ccccc3OC2c2ccccc2)cc1 (stereo not given),-99*,3%,-4%,-7%,-6%,2%
COc1ccc(Cl)cc1NC(=O)NCCN1CCNC1=O,2,12%,9%,?,-7%,0%
O=c1[nH]cc(NCCNc2ncc(C(F)(F)F)cc2Cl)c(=O)[nH]1,-37,-2%,?,0%,8%,1%
CC(=O)C1C(c2ccc(Br)cc2)c2c(noc2C)CC1(C)O (stereo not given),1,14%,0%,3%,-2%,12%
Cc1cc(C)c(S(=O)(=O)NCc2cccnc2)c(C)c1,50,8%,5%,28%,-4%,-1%
COc1ccccc1NC(=O)c1nnn(Cc2ccccc2)c1NC(=O)C(F)(F)F,-12,?,-14%,-27%,-5%,2%
CC(c1ccccc1)N1CC(C(=O)NC2CCCC2)CC1=O (stereo not given),27,8%,-4%,-5%,-7%,12%
O=C(COc1ccccc1Cc1ccccc1)NCCCN1CCOCC1,-16,-2%,1%,9%,-8%,-8%
O=C(CSc1nnc(NC(=O)C2CCC2)s1)Nc1ccccc1F,44,-8%,-7%,-12%,-5%,11%
Cc1cnc(C(=O)OCC(=O)NC(C)C)cn1,-3,12%,?,-1%,6%,-19%
C[n+]1c(-c2ccccc2)sc([S-])c1-c1ccccc1,-4,?,.,.,-17%,.
Cc1cc(C)c(C#N)c(SCC(=O)c2cc(C)n(CCc3ccccc3)c2C)n1,-28,?,4%,-7%,74%[activator],0%
Cc1cc(C)cc(N(CC(=O)NC2CCCC2)C(=O)CCC(=O)Nc2cc(C)on2)c1,1,-15%,4%,13%,1%,2%
Cc1ccc(Nc2nnc(SCC(=O)Nc3cc(C(=O)O)ccc3C)s2)c(C)c1,0,5%,1%,5%,2%,-17%

The list goes on (4 carried over from the part before).
structure,HCMV antiviral,HCV inh,AmpC detergent,Sm TGR inh,AMA1-RON2 inh,FBPA Giardia inh
C[n+]1c(-c2ccccc2)sc([S-])c1-c1ccccc1,-4,?,.,.,-17%,.
Cc1cc(C)c(C#N)c(SCC(=O)c2cc(C)n(CCc3ccccc3)c2C)n1,-28,?,4%,-7%,74%[activator],0%
Cc1cc(C)cc(N(CC(=O)NC2CCCC2)C(=O)CCC(=O)Nc2cc(C)on2)c1,1,-15%,4%,13%,1%,2%
Cc1ccc(Nc2nnc(SCC(=O)Nc3cc(C(=O)O)ccc3C)s2)c(C)c1,0,5%,1%,5%,2%,-17%
CCc1cccc(C)c1NC(=O)c1ccc2nc(N3CCOCC3)sc2c1,-19,18%,?,-8%,-2%,11%
COC(=O)c1ccc2c(c1)sc(=NC(=O)CCS(=O)(=O)c1ccccc1)n2C,4,11%[8.37 µM],?,32µM*,27%,.
O=c1c2ccccc2nc(-c2cccs2)n1-c1ccc2ccccc2c1,?,1%,5%,2%,-20%,0%
Fc1ccccc1COc1ccc(Br)cc1CNCc1ccncc1,-24,-13%,-8%,0%,1%,-23%
Cc1cc(C)nc(SCCCn2c(=O)[nH]c3ccccc32)n1,24,-15%,?,7%,-10%,1%
Cc1cccc(C2c3[nH]c4ccccc4c3CCN2C(=O)c2cc(CC(C)C)[nH]c(=O)n2)n1 (stereo not given),2,-6%,10%,-35%,18%,-6%
CCCN(CCC)C(=O)Cn1c(=O)n(Cc2ccc(C(=O)NCCc3ccc(OC)c(OC)c3)cc2)c(=O)c2ccccc21,5,.,?,-9%,.,.
O=C(Nc1cccc(NC(=O)c2cccc([N+](=O)[O-])c2)n1)c1cccc([N+](=O)[O-])c1,-6,?,?,1%,2%,-2%
Cc1ccc(S(=O)(=O)N2CCN(C(=O)CSc3nnc(-c4ccco4)o3)CC2)cc1,-29,-26%,-7%,3%[11.4 µM],-7%,1%
COc1cc(-c2nnc(COC(=O)CSc3cc(C)c4ccccc4n3)o2)cc(OC)c1OC,56,?,1%,5%,-8%,4%
COc1ccc(N2CCN(C(=O)CCNS(=O)(=O)c3ccc(C)cc3)CC2)cc1,-26,.,3%,-32%,-16%,3%
Cc1ccc(S(=O)(=O)N2CCc3cc(C(=O)Nc4c(F)cccc4F)ccc32)cc1,-14,.,22%,5%,.,.
NS(=O)(=O)c1ccc(CNC(=O)c2ccc(Br)o2)cc1,-13,1%,-6%,-17%,15%,7%
COc1ccccc1-c1nc(C#N)c(N2CC(C)CC(C)C2)o1 (stereo not given),-25,-17%,-4%,1.1µM*,-16%,1%
COc1ccc(S(=O)(=O)N2CCCCC2)cc1N(C)S(=O)(=O)c1ccccc1,20,.,?,1%,-14%,1%
O=C(CCN1C(=O)S/C(=C\c2cccs2)C1=O)Nc1nccs1,-23,20%,-9%,0%,-2%,-3%
COc1ccc(-n2ncc3c(N4CCC(C)CC4)ncnc32)cc1,110,-4%,-10%,0%,19%,-12%
CC(=O)N(CC(=O)O)c1ccccc1,-9,6%,0%,9%,10%[11.6 µM],6%
COc1ccccc1NC(=O)NC1(C(=O)N2CCC(O)CC2)CCCCC1,-17,-3%,1%,-2%,-7%,4%
COc1cc(C(=O)Nc2nc3ccccc3s2)ccc1OCc1c(C)noc1C,35,?,-3%,9%,3%,1%
Cn1c(SCC(=O)N2CCc3ccccc32)nc2cccnc21,-16,?,-10%,0%,10%,8%
CC(C)OP(=O)(c1ccc(N(C)C)cc1)C(O)c1ccccc1 (stereo not given),12,4%,?,-3%,2%,1%
Cc1ccc2nc(-c3sc4nc(C)cc(C)c4c3N)[nH]c2c1,249,19%,1%,5%,60%[activator],-8%
CCC1Sc2ccccc2N(CC(=O)NC2CCCCC2)C1=O (stereo not given),1,-6%,1%,5%,-12%,4%
COCc1[nH][nH]c(=O)c1C=Nc1ccc(Cl)cc1,12,23%,-9%,-8%,-1%,1%
COc1ccc(NC(=S)N2CCc3cc(OC)c(OC)cc3C2)cc1,-16,?,-2%,5%,0%,3%
COc1ccc(OC)c(Nc2nc(N)nc(-c3cc4ccccc4o3)n2)c1,-9,?,2%,33%,30%[activator],3%
C[n+]1c2ccccc2nc2ccc(NCCO)cc21,-81*,14µM*,3%,10µM*,20µM*,?
COc1ccc(-n2c(C)cc(C=O)c2C)cc1Cl,-32,-26%,-10%,-27%,-20%,4%
CCOC(=O)N1CCN(C(=O)c2ccc3c(=O)n(CCc4ccccc4)c(=S)[nH]c3c2)CC1,23,-14%,1%,3%,-27%,-7%
CCOc1ccc(CNC(=O)C2CCCN(c3nc4c(C)cc(C)cc4s3)C2)cc1 (stereo not given),38,.,19%,-4%,.,.
COc1ccc(/C=N/N(C)C2=NS(=O)(=O)c3ccccc32)cc1OC,-25,7%,-6%,-8%,4%,2%
COc1ccccc1CNC(=O)c1ccc2c(c1)CCN2S(=O)(=O)c1ccc(Cl)cc1,-4,.,14%,5%,.,.
O=C(CSc1nnnn1C1CCCC1)Nc1ccc2c(c1)OCO2,-18,-10%,5%,-17%,?,-5%
O=c1cc(N2CCCC2)c(-c2ccccc2)n[nH]1,?,-3%,1%,1%,-4%,0%
CC(C)c1nc2ccc(C(=O)NCCCN3CCN(c4ccccc4F)CC3)cc2o1,-20,.,14%,-9%,.,.
CCOC(=O)C1CCN(C(=O)COc2ccc(S(=O)(=O)NC(C)(C)C)cc2)CC1,5,1%,-11%,1%,-13%,5%
CCOC(=O)c1cccc(NS(=O)(=O)c2cc(Br)cc3c2N(C(=O)C2CC2)CC3)c1,-26,.,8%,-1%,.,.
Cc1ccc(N2C(=O)C3ON(c4ccccc4)C(CC(C)C)C3C2=O)cc1 (stereo not given),7,9%,6%,-8%,0%,-1%
O=C(CN1CCCCC1)c1ccccc1Cl,-12,5%,-9%,-22%,4%,-1%
Cc1c(N/C(=N/S(=O)(=O)c2ccccc2)c2ccc(Cl)cc2)c(=O)n(-c2ccccc2)n1C,?,25%,-2%,5%,-4%,0%
CC(C)n1cnc2c(NCc3ccccc3)cc(Cc3ccc(F)cc3)cc21,-24,?,11%,3%,?,.
COc1cccc(OCCNC(=O)c2cc(OC)c(OC)c(OC)c2)c1,.,?,-5%,-2%,1%,-1%
COc1cc(NC(=O)C2CCCN(c3ncnc4c3nc3n4CCCCC3)C2)cc(OC)c1OC (stereo not given),-26,-24%,0%,-6%,7%,-8%
O=C(N/N=C/c1sc(N2CCOCC2)nc1-c1ccccc1)c1ccccc1F,.,?,-7%,4%,7%,0%
O=[N+]([O-])c1cccc(C=Nc2cc3c(cc2Br)OCCO3)c1,-13,?,-8%,2%,-16%,-1%
COc1ccc(OCC#CCn2ccnc2)cc1,-19,22%,-4%,.,0%,?

Bioassay records from PubChem BioAssay.
